IL-2 act = qHTS of IL-2 Activators. IL-2 activation reporter assay, cell-based qHTS; stimulated with anti-CD3/CD4/CD28 beads; in transgenic mouse T cells. activation, % (series mostly up to about 46 µM). 360,000 compounds, 0.065% hits; in the data active = activation above about 50%; inconclusive = mostly about 30% to 49%; also: 0% is about no effect
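Unstimulated transgenic mouse T cells, 750 per well, received compound and, after 60 minutes, anti-CD3/anti-CD4 bead plus anti-CD28 stimulation. EGFP and DsRed were quantified after 18 hours.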
S2 tox = Viability Counterscreen for Primary qHTS for Inhibitors of ATXN expression. AID 651635, 2014. Potency, µM (doses to about 56.7 µM), actives largely listed as cytotoxic. 400,000 compounds, 0.49% hits. S2 cells (HEK-293 line with an ATXN2-luciferase reporter) viability, CellTiter-Fluor protease fluorescence, 24 h; also: potency is read from the fitted curve at half-maximal effect; nearly all actives have a fitted effect of over 40% in size
HepG2 tox = qHTS for Inhibitors of TGF-b: Cytotox Counterscreen; Potency, µM (highest dose often 46.1 µM), inactives show top-dose activity change, negative = cytotoxicity, most hits filed as cytotoxic; HepG2 CAGA-GFP viability, ATP luminescence, 18 h; 410,000 compounds, 0.76% hits; AID 588856, 2011; also: potency is read from the fitted curve at half-maximal effect; some results filed as inactive show a strong effect at the top dose
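CellTiter-Glo luminescence gave cytotoxicity after 18 hours at 37 degrees C. The cells were HepG2 CAGA-GFP in 1% FBS DMEM, stimulated with 500 pg/mL TGF-beta after compound addition. %Activity was normalised to no-cell wells (complete cell-killing) and DMSO (no toxicity), and curves were fitted and classified.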
ATXN2 expr inh = Primary qHTS for Inhibitors of ATXN expression; HEK-293 ATXN2-luciferase reporter, luminescence, 24 h; Potency, µM (doses to about 57 µM), without a hit: top-dose activity change, negative = inhibition, most hits filed as inhibitors; 360,000 compounds, 0.72% hits; also: potency is read from the fitted curve at half-maximal effect; % is scaled to controls: 0 for no effect and ±100 for the full control effect; nearly all actives have a fitted effect of over 55% in size
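ATXN2-luciferase reporter cells (luciferase flanked by upstream and downstream ATXN2 gene portions) were treated 24 h at 37 °C with compounds at up to 57 uM. SteadyGlo luminescence gave expression; GF-AFC fluorescence gave viability.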
EPAC2 agonist = qHTS for Agonist of cAMP-regulated guanine nucleotide exchange factor 4 (EPAC2): primary screen. Rap guanine nucleotide exchange factor 4 (Homo sapiens), Q8WZA2. EPAC2 activation, biochemical qHTS; response scale: 100% = 6.5 mM cAMP response. Potency, µM (doses to about 154 µM), inactives show top-dose activation, most hits filed as activators. 360,000 compounds, 0.079% hits; also: potency is read from the fitted curve at half-maximal effect; nearly all actives have a fitted effect of over 50% in size
Target sequence (Q8WZA2 whole entry, looked up): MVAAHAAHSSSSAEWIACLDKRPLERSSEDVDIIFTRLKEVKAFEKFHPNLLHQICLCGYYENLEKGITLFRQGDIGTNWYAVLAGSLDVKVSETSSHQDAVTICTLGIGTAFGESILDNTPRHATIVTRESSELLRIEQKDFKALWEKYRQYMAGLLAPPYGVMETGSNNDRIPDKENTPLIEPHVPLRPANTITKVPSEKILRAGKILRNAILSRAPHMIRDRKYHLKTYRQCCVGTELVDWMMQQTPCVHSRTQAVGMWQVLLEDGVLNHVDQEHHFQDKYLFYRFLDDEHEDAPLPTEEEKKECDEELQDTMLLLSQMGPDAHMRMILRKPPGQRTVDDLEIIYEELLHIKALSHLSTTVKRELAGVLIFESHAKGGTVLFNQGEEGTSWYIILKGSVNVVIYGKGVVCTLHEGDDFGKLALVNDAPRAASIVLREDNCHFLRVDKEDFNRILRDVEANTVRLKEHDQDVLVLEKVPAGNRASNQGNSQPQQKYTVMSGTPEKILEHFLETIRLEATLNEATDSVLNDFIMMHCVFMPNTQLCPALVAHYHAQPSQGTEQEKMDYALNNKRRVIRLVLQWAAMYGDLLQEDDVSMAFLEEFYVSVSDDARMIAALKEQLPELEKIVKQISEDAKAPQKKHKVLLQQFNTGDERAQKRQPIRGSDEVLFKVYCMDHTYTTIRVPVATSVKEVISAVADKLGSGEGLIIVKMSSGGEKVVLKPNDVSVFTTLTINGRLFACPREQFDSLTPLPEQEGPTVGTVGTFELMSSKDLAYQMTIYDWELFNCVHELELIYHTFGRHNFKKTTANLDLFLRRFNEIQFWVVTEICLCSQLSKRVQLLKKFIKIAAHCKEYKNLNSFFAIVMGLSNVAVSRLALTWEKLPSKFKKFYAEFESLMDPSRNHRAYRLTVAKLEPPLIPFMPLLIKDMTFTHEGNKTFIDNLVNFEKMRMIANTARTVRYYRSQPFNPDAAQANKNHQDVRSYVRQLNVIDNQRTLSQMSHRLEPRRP
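Each well held 100 nM EPAC2, 250 nM RAP1B-BODIPY-GDP and 50 uM GDP. Fluorescence, read at 5-min intervals to 30 min, was referenced to a 6.5 mM cAMP positive control.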
TGFb SMAD3 inh = qHTS for Inhibitors of TGF-b | Potency, µM (doses to about 46.1 µM), inactives show at the top dose activity, negative = inhibition, actives largely listed as inhibitors | 410,000 compounds, 1.2% hits | AID 588855, 2011 | HepG2 CAGA-GFP TGF-b/SMAD3 reporter, GFP fluorescence, 18 h; TGF-beta stimulated, 500 pg/mL final; also: potency is read from the fitted curve at half-maximal effect; % is scaled to controls: 0 for no effect and ±100 for the full control effect; nearly all actives have a fitted effect of over 65% in size
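Inhibition of TGF-beta-driven CAGA-GFP reporter expression in HEPG2 cells is measured by cellular GFP fluorescence after 18 h stimulation with 500 pg/mL recombinant TGF-beta in 1% FBS medium at 37 degrees C.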
Nrf2 activator = qHTS of Nrf2 Activators. AREc32 ARE-luciferase reporter (MCF7-derived line), luminescence, 24 h. Potency, µM (titrated, usually from 46.1 µM), for inactives: at the highest dose activation, most hits filed as activators. 410,000 compounds, 0.31% hits; also: potency is read from the fitted curve at half-maximal effect; % of control where 0% means no effect; nearly all actives have a fitted effect of over 65% in size
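Steps: seed AREc32_Fluc cells (1000/well, 5% FBS OPTI-MEM); incubate overnight at 37 deg C; add 23 nL compound; incubate 24 hr; add Steady-Glo; hold 30 min RT; read luminescence.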
A549 viability = Nrf2 qHTS screen for inhibitors: counterscreen for cytotoxicity; A549 ARE-Fluc cells, CellTiter-Fluor viability, 18-24 h; AID 504648, 2011; Potency, µM (titrated, usually from 46 µM), inactives show top-dose activity change, negative = cytotoxicity, actives largely listed as inhibitors; 390,000 compounds, 0.16% hits; also: potency is read from the fitted curve at half-maximal effect; % is scaled to controls: 0 for no effect and ±100 for the full control effect
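A549 ARE_Fluc cells in 5% FBS OPTI-MEM were exposed to compounds in concentration-response for 18-24 h at 37 deg C. Viability was read by CellTiter-Fluor fluorescence (Ex 405/Em 525) after 30 min, before the luciferase read.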
Nrf2 block = Nrf2 qHTS screen for inhibitors; A549 ARE-Fluc reporter, luciferase luminescence, 18-24 h; Potency, µM (series often up to 46 µM), without a hit: at the highest dose activity change, negative = inhibition, actives largely listed as inhibitors; 360,000 compounds, 2.1% hits; also: potency is read from the fitted curve at half-maximal effect; % is scaled to controls: 0 for no effect and ±100 for the full control effect; nearly all actives have a fitted effect of over 60% in size
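Concentration-response testing used A549 ARE_Fluc cells at 5000 cells/well. Following an 18-24 h compound incubation, viability was read by fluorescence (Ex 405/Em 525) and luciferase output by luminescence.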
* = called active by the depositor; i = inactive; ? = inconclusive; . = not tested or not shown; & = joins results of further samples; [ ] = another dose, or the depositor's remark. Unless noted, calls follow the shape of the dose curve; as a rule, active = well fitted curve in the direction sought with a large enough effect; inconclusive = small, poorly fitted or top-dose-only effect, or another doubt; inactive = no such curve, though single readings can be large; an effect the other way counts as inactive or inconclusive.

Preview:
nr	Structure	IL-2 act	S2 tox	HepG2 tox	ATXN2 expr inh	EPAC2 agonist	TGFb SMAD3 inh	Nrf2 activator	A549 viability	Nrf2 block
1	O=C(CSc1nnc(Cc2ccccc2)n1Cc1ccccc1)NCc1ccco1	-1.2	i	-6%	-2%	5%	2%	3.6%	0%	49%
2	O=C(Nc1cccnc1)c1ccc(COCC(F)(F)F)cc1	0.2	i	-4%	1%	-3%	-18%	-0.7%	22%	?
3	Cc1nc(NNC(=O)c2ccccc2)cc(-c2ccccc2)n1	0.0	i	-35%	9%	0%	7%	2.3%	-15%	-13%
4	Cc1c(NC(=O)CSc2nnc(C(C)N(C)C)n2-c2ccccc2)c(=O)n(-c2ccccc2)n1C (stereo not given)	-0.1	i	-27%	5%	9%	?	0.3%	8%	-21%

The whole of this part, previewed entries included:
nr	Structure	IL-2 act	S2 tox	HepG2 tox	ATXN2 expr inh	EPAC2 agonist	TGFb SMAD3 inh	Nrf2 activator	A549 viability	Nrf2 block
1	O=C(CSc1nnc(Cc2ccccc2)n1Cc1ccccc1)NCc1ccco1	-1.2	i	-6%	-2%	5%	2%	3.6%	0%	49%
2	O=C(Nc1cccnc1)c1ccc(COCC(F)(F)F)cc1	0.2	i	-4%	1%	-3%	-18%	-0.7%	22%	?
3	Cc1nc(NNC(=O)c2ccccc2)cc(-c2ccccc2)n1	0.0	i	-35%	9%	0%	7%	2.3%	-15%	-13%
4	Cc1c(NC(=O)CSc2nnc(C(C)N(C)C)n2-c2ccccc2)c(=O)n(-c2ccccc2)n1C (stereo not given)	-0.1	i	-27%	5%	9%	?	0.3%	8%	-21%
5	Cc1cc2oc(C(=O)Nc3cccc(-c4nc5ccccc5o4)c3)c(C)c2cc1C	.	i	-3%	7%	.	-44%	5.5%	4%	7%
6	O=C(CSc1cccs1)Nc1ccc2ccccc2c1	-2.9	i	-26%	42%[activator]	25%	-16%	19%	-3%	?
7	CCN(CC(=O)NCc1ccc(F)cc1)c1ccc(S(C)(=O)=O)cc1[N+](=O)[O-]	-1.4	i	-10%	-31%	7%	13%	0.1%	0%	1%
8	CC(=O)NCC(=O)OCC(=O)c1ccccc1	-1.1	i	8%	4%	6%	25%	-0.6%	3%	17%
9	O=C(CCCOc1ccccc1)N1CCN(c2ccccc2)CC1	-0.6	i	-5%	13%	13%	0%	0.3%	9%	.
10	Cc1oc2ncn(CC(C)C)c(=O)c2c1C(=O)N1CCN(c2ccc(F)cc2)CC1	.	i	-3%	12%	.	?	-0.4%	-2%	-12%
11	Cc1ccc(-n2nc(C(=O)N3CCOCC3)cc2-c2ccc(Cl)cc2)cc1	0.6	i	-17%	-4%	5%	-1%	2.4%	0%	.
12	Cc1coc2c1c(C)cc1oc(=O)c(Cc3ccccc3)c(C)c12	0.7	i	3%	0%	4%	12%	0.0%	16%	21%
13	COCCn1c(SCC(=O)Nc2cccc(C(=O)OC)c2)nc2ccccc2c1=O	0.6	i	-18%	-11%	6%	0%	0.0%	?	?
14	CC1(C)S[C@@H]2[C@H](NC(=O)[C@H](N)c3ccccc3)C(=O)N2[C@H]1C(=O)O	0.6&-0.2	i	5%&3%	7%&17%&-4%	-1%&10%	7%&-6%	-1.0%&-1.0%	-15%&-1%	-6%&-7%
15	O=c1c2cnn(-c3ccc(F)cc3)c2ncn1Cc1ccccc1Cl	.	?	-1%	-4%	.	-4%	0.3%	7%	11%
16	CC(O)c1ccc(-n2cnnn2)cc1 (stereo not given)	0.2	i	26%	5%	2%	-8%	3.3%	-4%	8%
17	COc1ccc(-c2nc(SC(CC(=O)NCCN3CCOCC3)c3cccs3)n[nH]2)cc1 (stereo not given)	0.7	i	14%	-2%	2%	15%	2.2%	0%	2%
18	Cc1cc(C(C)(C)C)ccc1OCC(=O)N/N=C\c1c(C)n(C)n(-c2ccccc2)c1=O	0.3	i	16%	-23%	-5%	1%	0.1%	-6%	0%
19	Cc1ccc(-n2nc3c(=O)n(CCCC(=O)NC(C)c4ccccc4)nc(C)c3c2C)cc1 (stereo not given)	.	.	-31%	.	.	-10%	0.7%	11%	-23%
20	CCOC(=O)c1sc(NC(=O)C(C)Oc2ccc(OC)cc2)c(C(=O)OCC)c1C (stereo not given)	.	.	5%	.	.	-1%	0.6%	3%	14%
21	O=C(c1ccc(Br)o1)N1CCC(c2nc3ccccc3[nH]2)CC1	0.7	i	-3%	5%	10%	-17%	-0.2%	-5%	-6%
22	CCOc1ccc(OCC(=O)Nc2ccc(OC)cc2[N+](=O)[O-])cc1	-2.6	i	-18%	-20%	7%	-14%	-0.4%	-2%	-24%
23	CCCSCCCNC(=O)C1CCN(C(=O)c2cc3sccc3n2C)CC1	.	.	-26%	.	.	?	4.0%	5%	13%
24	CCOC(=O)c1cc2c(=O)n3ccccc3nc2n(Cc2ccco2)c1=NC(=O)c1ccccc1OCC	1.8	.	4%	-1%	-3%	?	2.0%	-11%	?
25	Cc1ccccc1NC(=O)COC(=O)c1cccnc1	0.1	i	0%	-5%	7%	19%	0.1%	0%	-16%
26	COC(=O)c1ccccc1NC(=O)CN1C(=O)NC2(CCCCCCC2)C1=O	-0.2	i	-4%	.	5%	-20%	2.0%	15%	-28%
27	Cc1ccc(C(C)C)cc1OCC(=O)Nc1ccc(N2CCCCC2)cc1	-2.2	i	-16%	5%	0%	-35%	0.7%	4%	-3%
28	CCOc1cccc2sc(N(CCN(C)C)C(=O)c3ccc(Br)s3)nc12	-0.1	i	-26%	-26%	1%	-1%	-0.4%	-16%	-14%
29	CC(C)CCN(C(=S)Nc1cccc(C(F)(F)F)c1)C(C)c1ccccn1 (stereo not given)	-1.6	?	-41%	?	-11%	?	-0.2%	-2%	?
30	COc1cccc(S(=O)(=O)N(C)C[C@H]2Oc3ncc(Br)cc3C(=O)N([C@H](C)CO)C[C@H]2C)c1	-1.5	?	-4%	-1%	1%	5%	2.0%	.	.
31	C/C(=N/NC(=O)c1ccc(Cl)cc1Cl)c1cccnc1	0.3	i	1%	.	6%	-2%	4.5%	1%	?
32	COC(=O)c1ccc(N2C(c3cc(OC)cc(OC)c3)=Cc3ccc(-c4cccnc4)cc3C2CC(=O)C2CC2)cc1 (stereo not given)	0.0	.	.	-1%	6%	.	-0.3%	.	.
33	COC(=O)[C@]12CCCCC=C1N(Cc1ccco1)C(=O)[C@H](CC(=O)N1CCC(c3ccccc3)CC1)C2	0.5	i	.	-20%	-3%	.	0.4%	.	.
34	COc1cccc(CNC(=O)Cc2csc(NC(=O)Nc3ccccc3OC)n2)c1	-3.7	i	-6%	4%	4%	11%	-0.6%	?	?
35	CSc1ccc(CNC(=O)C2CCC(=O)N(CC3CCCCC3)C2)cc1 (stereo not given)	-2.4	i	-4%	.	-7%	-22%	-0.2%	.	.
36	Cc1cccc(S(=O)(=O)c2cn(C)c3cc(N4CCC(C)CC4)c(F)cc3c2=O)c1	.	.	6%	.	.	2%	-0.9%	8%	?
37	CS(=O)(=O)N(CC(=O)N1CCOCC1)c1ccc2c(c1)OCO2	0.3	i	4%	-3%	2%	-4%	-0.8%	?	-8%
38	COc1ccc(NC(=O)c2cnc(N3CCOCC3)c3ccccc23)cc1OC	.	.	1%	.	.	-9%	3.5%	1%	.
39	CC1=C(C(=O)Nc2cc(C(=O)N3CCN(c4ccc(Cl)cc4)CC3)ccc2C)SCCO1	-3.2	i	-2%	.	4%	-8%	4.8%	.	.
40	O=C(O)CSc1nc2c(c(C(F)(F)F)n1)CCCC2	-1.3&-0.3	i	-4%&-4%	5%&-17%	8%&13%	?	-0.7%&0.7%	1%&0%	-23%&-7%
41	CCn1cc(/C=C(\NC(=O)c2ccccc2Cl)C(=O)N2CCN(C)CC2)c2ccccc21	-2.4	?	-20%	-12%	-4%	3%	4.7%	0%	0%
42	COc1ccc(-c2nnc(N(C)C(=O)C3CCCO3)s2)cc1 (stereo not given)	-0.1	i	-25%	3%	0%[15.6 µM]	6%	-0.4%	-2%	?
43	CCc1ccc(-c2nc(SCC(=O)NCC3CCCO3)c(-c3ccc(C)cc3)[nH]2)cc1 (stereo not given)	.	.	-28%	.	.	-28%	-0.5%	1%	11%
44	COc1ccc(C(CC(=O)O)NC(=O)c2cc3cc(Br)ccc3oc2=O)cc1OC (stereo not given)	-1.0	i	4%	9%[11.3 µM]	-3%	5%	-0.6%	-1%	18%
45	CCCCCCCCCCNC(=O)C(=O)Nc1ccccn1	1.2	i	17%	-8%	11%	0%	-0.8%	-4%	.
46	COc1ccc(N2C(=O)CC(N3CCN(c4cccc(Cl)c4)CC3)C2=O)cc1 (stereo not given)	0.1	i	-3%	-4%	9%	5%	0.2%	8%	-9%
47	CCOc1ncccc1C(=O)Nc1cccc(S(=O)(=O)NC2=NCCC2)c1	-0.5	i	-30%	6%	14%	3%	0.1%	-4%	-1%
48	COCC(C)n1c(SCC(=O)N(C)C2CCS(=O)(=O)C2)nc2ccccc2c1=O (stereo not given)	-0.7	?	-5%	-5%	-2%	-1%	-0.7%	0%	-10%

A run of entries taken from the entries so far:
nr	Structure	IL-2 act	S2 tox	HepG2 tox	ATXN2 expr inh	EPAC2 agonist	TGFb SMAD3 inh	Nrf2 activator	A549 viability	Nrf2 block
41	CCn1cc(/C=C(\NC(=O)c2ccccc2Cl)C(=O)N2CCN(C)CC2)c2ccccc21	-2.4	?	-20%	-12%	-4%	3%	4.7%	0%	0%
42	COc1ccc(-c2nnc(N(C)C(=O)C3CCCO3)s2)cc1 (stereo not given)	-0.1	i	-25%	3%	0%[15.6 µM]	6%	-0.4%	-2%	?

Taken from above.
cpd 46 in Nrf2 block is entered as -9%
cpd 42 in EPAC2 agonist is entered as 0%[15.6 µM]
